Yeast superoxide: yeast age-related superoxide inhibition as caloric restriction mimetic; S. cerevisiae aged cells, superoxide DHE fluorescence; stronger effect = lower value; superoxide response (% of plate mean), % at 10 µM; 0.18% of 330,000 active;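 active = superoxide response under a set limit, about three screen SD below normal, cut at about 65% in these data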;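 also: yeast aged for seven days with compound at 30 °C before DHE staining; 100% = average MFI of all compound-treated wells on the plate with controls excluded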
GRK2 inh: inhibitors of human GRK2 displacing RNA aptamer; inhibition of aptamer binding, % at 10 µM; bead flow cytometry, FAM-aptamer displacement from GRK2; P25098; 0.59% of 330,000 active;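 active = inhibition of aptamer binding above 40%, roughly 3 SD of noise, on plates passing a quality check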;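 also: median bead fluorescence of bound FAM aptamer so fluorescent compounds give negative values; no value below 0 was filed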
Target sequence (P25098 whole entry, looked up): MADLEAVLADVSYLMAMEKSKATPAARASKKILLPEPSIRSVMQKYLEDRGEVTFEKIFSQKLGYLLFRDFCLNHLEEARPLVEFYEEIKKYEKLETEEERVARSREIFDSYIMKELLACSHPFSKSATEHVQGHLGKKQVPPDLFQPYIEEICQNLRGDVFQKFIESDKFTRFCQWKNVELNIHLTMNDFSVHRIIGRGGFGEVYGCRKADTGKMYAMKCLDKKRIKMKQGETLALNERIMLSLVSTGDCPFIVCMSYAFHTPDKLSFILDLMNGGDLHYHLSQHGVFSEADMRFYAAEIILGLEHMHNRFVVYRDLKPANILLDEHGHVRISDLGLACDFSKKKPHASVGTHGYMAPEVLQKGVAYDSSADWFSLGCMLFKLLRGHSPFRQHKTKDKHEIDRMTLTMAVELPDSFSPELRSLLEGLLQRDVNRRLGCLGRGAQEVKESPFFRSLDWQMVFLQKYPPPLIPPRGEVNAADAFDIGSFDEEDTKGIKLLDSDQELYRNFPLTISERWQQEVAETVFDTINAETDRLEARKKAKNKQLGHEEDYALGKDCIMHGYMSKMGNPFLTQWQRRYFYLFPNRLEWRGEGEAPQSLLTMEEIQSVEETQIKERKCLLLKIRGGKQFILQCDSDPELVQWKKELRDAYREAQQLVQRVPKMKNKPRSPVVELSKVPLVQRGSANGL
VLA-4 inh: inhibition in a human VLA-4 binding assay; inhibition, % (about 7 µM as worked out from the volumes in the protocol); VLA-4 expressing cells, ligand binding flow cytometry; 0.2% of 330,000 active; AID 2557; P13612; in the data active = inhibition above about 50%
AGP1-GFP MLPCN: modulators of TOR pathway AGP1-GFP in S. cerevisiae | S. cerevisiae AGP1-GFP multiplex flow cytometry, 3 h; GFP as percent of DMSO wells | GFP response vs DMSO, % at 10 µM | 0.02% of 320,000 active;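 active = GFP response relative to DMSO above a set limit, near screen average plus 3 SD, cut at about 150% in these data; inconclusive = fewer than 70 cells counted for the yeast strain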;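 also: median GFP channel fluorescence of the gated AGP1 strain per well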
GLD-1 TGE inh: GLD-1-TGE RNA interaction inhibition (C. elegans) | Q17339 | inhibition, % at 5.96 µM | 0.44% of 320,000 active | purified GLD-1 + fluorescein TGE RNA, fluorescence polarization | AID 2280;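 active = percent inhibition above a per-plate cutoff, the plate mean of test compounds plus 3 SD, cut at about 30% in these data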;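 also: 0% = DMSO wells with GLD-1 and probe and 100% = wells lacking GLD-1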
BCLXL inh: inhibitors of human Bcl-xL. AID 2129. 0.7% of 320,000 active. Q07817. inhibition, % at 10.9 µM. GST-Bcl-xL / FITC-Bim BH3 peptide fluorescence polarization;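 active = inhibition above the mean of all tested compounds plus 3 SD, cutoff set per campaign, cut at about 30% in these data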;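 also: 0% = DMSO wells and 100% = unlabeled Bim-BH3 peptide competitor; inhibitors lower millipolarization by displacing the labeled peptide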
Target sequence (Q07817 whole entry, looked up): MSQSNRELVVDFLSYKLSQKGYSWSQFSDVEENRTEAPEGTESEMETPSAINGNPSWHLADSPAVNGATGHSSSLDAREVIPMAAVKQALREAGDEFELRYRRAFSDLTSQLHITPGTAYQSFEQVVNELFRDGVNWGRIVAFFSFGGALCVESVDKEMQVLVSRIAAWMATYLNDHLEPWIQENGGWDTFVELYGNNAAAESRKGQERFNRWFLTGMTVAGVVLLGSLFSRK
MEX-5 binding: C. elegans MEX-5 TCR-2 RNA binding activity; Q9XUB2; MEX-5/FITC-TCR2 RNA binding, fluorescence polarization; stronger effect = lower value; activity score (negative = inhibition of binding), % at 10 µM; 0.38% of 300,000 active; AID 1832;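 active = inhibition past about -25% in most replicates, and total fluorescence under double the plate's negative control median, limit read from the data; inconclusive = replicates evenly split on the limit, or fluorescence at least double controls; inactive = too little inhibition in most replicates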;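 also: 0% = DMSO and -100% = 5 µM competing unlabeled TCR2 RNA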
CIT2-GFP yeast: yeast TOR pathway CIT2-GFP modulation; S. cerevisiae CIT2-GFP strain, flow cytometry, 3 h; 100 means same as DMSO wells; GFP response vs DMSO, % at 10 µM; 0.065% of 320,000 active;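 active = GFP response relative to DMSO above a set limit, near the screen mean plus 3 SD, cut at about 150% in these data; inconclusive = Fewer than 70 cells measured for a yeast strain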;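 also: ratio of well median GFP fluorescence to mean of DMSO wells on the plate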
MCL1 BIM primary: disrupts human MCL1 binding to BIM-BH3 peptide | GST-MCL1 / FITC-Bim-BH3 fluorescence polarization | AID 2057 | 0.68% of 320,000 active | inhibition, % at 10.9 µM | Q07820;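 active = inhibition above the mean inhibition of all tested compounds plus 3 SD, set per campaign, cut at about 40% in these data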;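 also: 0% = DMSO wells and 100% = unlabeled Bim-BH3 peptide control; higher means more loss of mP so more displacement of Bim peptide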
* marks the source's active call; other numbers are inactive results; ? = inconclusive; · = no result given.

Molecule,MEX-5 binding,AGP1-GFP MLPCN,CIT2-GFP yeast,Yeast superoxide,GRK2 inh,MCL1 BIM primary,BCLXL inh,VLA-4 inh,GLD-1 TGE inh
Cc1cc(C(=O)NNC(=O)c2sccc2C)c(C)o1,-1.8,92,90,108,1,-3,4,18,-3
COc1ccc(CSc2nc(C)[nH]c2[N+](=O)[O-])cc1[N+](=O)[O-],2.0,108,95,105,0,5,3,-8,2
COc1ccccc1C(=O)Nc1nnc(SCC(=O)NCc2ccco2)s1,-0.1,97,96,92,2,7,3,15,6
COC(=O)C1=C(C)N(c2ccccc2)/C(=C/c2cccs2)C1=O,7.9,99,108,119,5,4,5,2,-5
CCOC(=O)C(=O)NNc1ccccc1C,1.8,98,103,105,0,3,9,21,-1
O=C(NC(=S)Nc1cccc(O)c1)c1cncc(Br)c1,0.6,106,111,110,0,6,4,5,-1
O=C(NCC(=O)N1CCN(c2ccccc2O)CC1)c1ccc2ccccc2c1,-0.7,103,105,98,0,6,-3,-15,1
CC(OC(=O)C1=COCCO1)C(=O)NC1CCCCC1C (centres undefined),·,103,98,98,2,-3,-9,1,6
O=c1[nH]c(C2CCN(S(=O)(=O)c3ccccc3C(F)(F)F)CC2)nc2c1nnn2Cc1ccccc1,-1.8,100,91,102,1,5,7,19,2
CC(C)CCN1C(=O)c2ccccc2C1C(=O)NCc1cccnc1 (centres undefined),0.2,103,107,101,0,8,29,1,2
CCC(=O)NC(=S)Nc1ccccc1C(F)(F)F,0.9,88,95,103,1,11,5,11,2
CC(C)N(C(=O)CN1C(=O)NC(c2ccccc2)(c2ccccc2)C1=O)C(C)C,-2.8,107,106,105,1,3,2,-2,-2
CCOC(=O)c1c(C)nc(C)c(C(=O)OCC)c1-c1ccc(O)c(OC)c1,0.9,·,104,102,0,16,8,2,-6
CC(NC(=O)C1CC1)C(c1cccs1)N1CCOCC1 (centres undefined),·,103,97,103,1,1,1,4,-4
CCCC1=C([O-])C2N=CC=CC2=[N+](c2ccccn2)C1=O (centres undefined),0.5,106,104,98,3,3,5,5,2
Cc1ccsc1C(=O)OCC(=O)Nc1cccc(S(=O)(=O)N2CCOCC2)c1,1.4,89,102,91,0,-5,-3,3,0
CC1CN(S(=O)(=O)c2ccc(C(=O)Nc3nccs3)cc2)CC(C)O1 (centres undefined),-0.5,87,80,165,1,-1,1,-1,3
CN(Cc1cccnc1)C(=O)CNC(=O)COc1ccccc1,1.2,91,96,103,2,-8,-4,3,-3
CCOC(=O)c1ccccc1NC(=S)N1CCC(C)CC1,0.0,105,103,93,1,6,4,21,3
Nc1nnc(-c2cccc(F)c2)s1,-0.4,110,103,86,2,8,5,3,9
CCn1c(C(=O)N2CCC(C(=O)NCc3cccs3)CC2)cc2sccc21,-1.7,97,102,114,2,5,2,9,-4
CCOC(=O)c1c(-c2ccc(Cl)cc2)c(C#N)c(=O)n(N)c1N,0.4,108,107,91,4,2,-3,4,0
COc1cccc(-c2cc(C(F)(F)F)n3ncc(C(=O)N4CCc5ccccc5C4)c3n2)c1,-0.1,89,·,109,0,5,6,-11,-4
Cc1cc(C)c(S(=O)(=O)c2ccccc2)c(N2CCOCC2)n1,2.4,97,82,90,4,4,8,3,-4
CC1CCN(C(=O)CN(Cc2ccc(Cl)cc2)S(C)(=O)=O)CC1,-1.0,115,111,105,2,-6,-1,-17,7
O=C(CSc1nccc(=O)[nH]1)NN(c1ccccc1)c1ccccc1,0.3,99,100,106,0,4,1,-1,-1
COc1ccccc1CNC(=O)C1CSC2(C)CCC(=O)N12 (centres undefined),·,95,82,78,1,11,9,7,1
CSc1cccc(CNC(=O)C2CCC(=O)N(CCc3ccccn3)C2)c1 (centres undefined),-2.0,104,105,98,8,0,6,18,0
CCS(=O)(=O)c1nc(S(=O)(=O)c2ccc(C)cc2)c(N2CCC(O)CC2)s1,0.9,98,102,96,2,6,-1,9,5
CC(C)CCNC(=O)C(c1ccncc1)N(C(=O)Cn1nnc(-c2ccc(F)cc2)n1)c1ccccc1F (centres undefined),0.6,96,107,108,2,7,4,-23,1
O=S(=O)(c1ccc(Br)cc1)c1nc(-c2ccco2)oc1NCC1CCCO1 (centres undefined),-0.8,116,113,93,0,-2,4,0,-4
CCCOc1ccc(/C(O)=C2/C(=O)C(=O)N(CCN(C)C)C2c2ccco2)cc1 (centres undefined),-1.3,97,96,82,1,5,8,0,0
COc1ccc(OC)c(S(=O)(=O)N2c3ccccc3CC2C)c1 (centres undefined),-0.6,103,92,96,1,3,6,21,-1
Cc1ccc2nsnc2c1S(=O)(=O)N1CCOCC1,-0.3,105,106,81,0,2,4,-8,1
CC(C)OC(=O)NS(=O)(=O)c1cccc([N+](=O)[O-])c1,0.8,95,101,118,0,-2,-5,9,-6
Cc1ccc(Sc2ncccc2C(=O)NC2CCCCCC2)cc1C,0.4,·,·,84,0,4,5,5,1
O=C(Nc1ccc2[nH]c(=O)[nH]c2c1)c1cccc([N+](=O)[O-])c1,-1.0,98,101,102,1,9,9,5,2
COc1ccc(C2CC(=O)CC(=O)C2n2cncn2)cc1 (centres undefined),-1.8,100,104,99,0,2,2,5,-2
COc1ccc(-c2ccc(Nc3ccc(C(=O)N4CCOCC4)cc3)nn2)cc1OC,-2.7,92,96,88,0,7,-1,0,-7
O=C1C2C3C=CC(C4CC34)C2C(=O)N1/N=C/c1c[nH]c2ccccc12 (centres undefined),-0.6,96,91,93,0,-5,-1,16,6

2 consecutive compounds from above, for reference:
Molecule,MEX-5 binding,AGP1-GFP MLPCN,CIT2-GFP yeast,Yeast superoxide,GRK2 inh,MCL1 BIM primary,BCLXL inh,VLA-4 inh,GLD-1 TGE inh
COc1ccc(-c2ccc(Nc3ccc(C(=O)N4CCOCC4)cc3)nn2)cc1OC,-2.7,92,96,88,0,7,-1,0,-7
O=C1C2C3C=CC(C4CC34)C2C(=O)N1/N=C/c1c[nH]c2ccccc12 (centres undefined),-0.6,96,91,93,0,-5,-1,16,6

Continued.
Molecule,MEX-5 binding,AGP1-GFP MLPCN,CIT2-GFP yeast,Yeast superoxide,GRK2 inh,MCL1 BIM primary,BCLXL inh,VLA-4 inh,GLD-1 TGE inh
O=C(C1=C[C@@H](C2CCCCC2)C[C@@H](OCCCCO)O1)N1CCN(Cc2ccc3c(c2)OCO3)CC1,0.8,79,68,104,1,-6,-2,12,-6
COc1ccc(/C=C/C(=O)NCCN=C2NS(=O)(=O)c3ccccc32)cc1,-0.4,107,101,98,1,3,-2,-2,0
Cc1ccc(-n2c(C)cc(C)c(C#N)c2=O)cc1,0.3,98,99,86,0,0,3,17,-6
CCC(C(=O)OCC(=O)NC(=O)NC(C)(C)C)c1ccccc1 (centres undefined),0.5,93,90,105,6,4,3,-10,-5
COc1ccc2oc(C(=O)NCCc3ccccc3)c(C)c2c1,-1.9,100,95,81,0,-10,-8,6,-2
O=C(CS(=O)(=O)c1c[nH]c2ccccc12)N1CCCCC1,3.1,93,95,103,1,-2,-3,2,0
CCC(=O)Nc1c2c(nn1-c1ccc(C)cc1C)CSC2,0.3,100,104,103,0,1,3,23,7
O=c1ccc(-c2ccc(S(=O)(=O)Nc3ccccc3)o2)n[nH]1,1.3,103,104,68,1,0,4,0,6
C=CCN1C(=O)N/C(=C/c2ccccc2OCC(=O)Nc2ccc(F)cc2)C1=O,-1.0,99,103,99,0,5,7,2,-3
CC(=O)Nc1ccc(NC(=O)c2ccccc2CCc2ccccc2)cc1,3.1,113,107,98,2,0,5,0,2
COC(=O)c1ccc(NC(=O)CSc2nnc(COc3ccccc3)n2C)cc1,3.6,99,95,104,0,3,0,12,-6
CCc1cccc2c1NC(=O)C2(O)CC(=O)c1cccs1 (centres undefined),-0.8,102,97,99,0,5,4,7,8
CSc1ccccc1NC(=O)c1ccc(Br)o1,-0.4,95,108,109,1,3,5,8,3
CCN(Cc1ccccc1)Cc1c(F)cccc1F,-1.7,101,101,84,0,3,5,10,1
COc1cccc(NC(=O)c2oc3ccccc3c2NC(=O)C2CC2)c1,-1.8,101,107,97,0,5,2,-6,1
NS(=O)(=O)c1ccc(NC(=O)COC(=O)Cc2c[nH]c3ccccc23)cc1,·,104,93,95,2,·,·,2,-4
O=c1c2c3c(sc2n2cnnc2n1CCc1ccccc1)CCCC3,0.2,97,110,125,0,8,7,9,0
O=C(NC1(c2ccccc2)CC1)C1CCC(=O)N(Cc2ccc(Cl)cc2)C1 (centres undefined),-1.2,101,104,103,0,-5,1,16,-3
O=c1cc(CO)oc(C(Nc2ccccn2)c2cccc(F)c2)c1O (centres undefined),-0.8,104,105,96,0,31,9,11,3
Cc1cc2ncn(C(=O)c3cc(-c4ccccc4)nc4ccccc34)c2cc1C,0.2,99,99,112,0,5,4,16,-1
Cc1ccccc1C(=O)N/N=C/c1ccc([N+](=O)[O-])s1,-1.3,94,105,129,0,5,0,-4,0
COCC(C)NC(=O)NC1(C(F)(F)F)Oc2ccc(Cl)cc2O1 (centres undefined),0.4,97,106,103,2,10,12,-3,2
CC1CCN(C(=O)COC(=O)CNC(=O)C23CC4CC(CC(C4)C2)C3)CC1,-0.5,106,106,101,1,-3,-1,2,3
CCc1nc2oc3cc(OC)ccc3c(=O)c2c(=O)n1Cc1ccco1,·,107,105,116,1,21,17,-1,1
O=C(CCc1nc2ccccc2c(=O)[nH]1)N1CCN(S(=O)(=O)c2ccccc2Br)CC1,-0.5,108,104,92,0,3,10,-3,4
CCn1cc(/C=C(\NC(=O)c2ccc(OC)c(OC)c2)C(=O)N2CCN(C)CC2)c2ccccc21,-0.8,101,103,98,0,-3,4,14,-13
O=C(Nc1nccs1)c1ccc(N2CCOCC2)c([N+](=O)[O-])c1,-0.1,106,110,93,0,8,6,2,6
O=C(NC(=S)NCCC1=CCCCC1)c1ccc(Br)o1,-1.9,88,74,113,0,3,-1,2,-6
O=S(=O)(c1cccc2nsnc12)N1CCOCC1,2.6,93,96,98,6,-4,3,16,3
CCOc1ccc(OCC(=O)N(C)c2c(N)n(Cc3ccccc3)c(=O)[nH]c2=O)cc1,3.3,?,?,113,3,-12,-14,-11,0
COc1cc(OC)cc(C(=O)N[C@H](C(=O)NCc2ccco2)C(C)C)c1,3.5,94,88,107,2,-3,-3,7,-5
O=c1c(Cc2c(F)cccc2Cl)c(O)ccn1Cc1ccc2c(c1)OCO2,-0.6,94,83,103,0,4,6,6,2
CCOC(=O)Cc1csc(NC(=O)COc2c(C)cccc2C)n1,0.5,95,95,93,1,-1,-3,9,12
COc1ccc(C2=NN(C(C#N)c3ccc(OC)c(OC)c3)C(c3ccccc3)C2)cc1 (centres undefined),3.4,99,96,86,0,-4,-2,-5,-5
COCCNC(=S)N(CCc1c(C)[nH]c2ccccc12)Cc1ccco1,1.9,99,98,110,3,-1,-3,27,-1
CCCc1cc(=O)[nH]c(SCC(=O)c2cc(C)n(-c3c(C)n(C)n(-c4ccccc4)c3=O)c2C)n1,-0.5,98,87,103,1,0,5,3,-1
C=CCN1CCN(C(c2cccc(OC)c2OC)c2nnnn2CCC(C)C)CC1 (centres undefined),-1.2,104,103,102,0,4,4,-4,3
